# aSyn yeast inh – alpha-synuclein toxicity inhibition in yeast; Yeast expressing alpha-synuclein, growth rescue, BacTiter-Glo, 24 h; Potency, µM (highest dose often 46.1 µM), without a hit: at the top dose growth rescue (activation), actives largely listed as activators; hit rate 0.14% among 370,000; AID 652106; note: potency is the fitted concentration of half-maximal effect; % of control where 0% means no effect; nearly all actives have a fitted effect of over 65% in size
#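 Readout is rescue of growth in alpha-synuclein-expressing yeast, so inhibitors of toxicity appear as activators. Growth after 24 hr at 30 deg C in galactose medium is quantified by luminescence.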
# GLP1R cytotox – cytotoxicity in counter-screen for GLP-1R inverse agonists; HEK293 cAMP-luciferase reporter cells, luminescence, 24 h; Potency, µM (highest dose often 38.3 µM), without a hit: at the highest dose activity change, negative = inhibition, most hits filed as inhibitors; hit rate 0.13% among 410,000;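 note: loss of luciferase light is scored as toxicity; potency is the fitted concentration of half-maximal effect; % is set by controls: 0 for no effect and ±100 for the full control effect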
#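 MLSMR compounds, 24 hr on cells at 37 deg C/5% CO2; luminescence after luciferase reagent (12 min RT). Inhibition counted as the undesired cytotoxic outcome.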
# PTHR1 agonist – PTHR1 (human) receptor agonism; Q03431; HEK293 GP2 PTHR1 cells, GloSensor cAMP luminescence, 1 h; Potency, µM (titrated, usually from 115 µM), for the others: at the highest dose activation, usual class: activators; hit rate 0.075% among 410,000; AID 743266; note: potency is the fitted concentration of half-maximal effect; nearly all actives have a fitted effect of over 55% in size; some results filed as inactive show a strong effect at the top dose; inactives centre near -15; many of its hits are not listed in these tables
# Target sequence (Q03431 whole entry, looked up): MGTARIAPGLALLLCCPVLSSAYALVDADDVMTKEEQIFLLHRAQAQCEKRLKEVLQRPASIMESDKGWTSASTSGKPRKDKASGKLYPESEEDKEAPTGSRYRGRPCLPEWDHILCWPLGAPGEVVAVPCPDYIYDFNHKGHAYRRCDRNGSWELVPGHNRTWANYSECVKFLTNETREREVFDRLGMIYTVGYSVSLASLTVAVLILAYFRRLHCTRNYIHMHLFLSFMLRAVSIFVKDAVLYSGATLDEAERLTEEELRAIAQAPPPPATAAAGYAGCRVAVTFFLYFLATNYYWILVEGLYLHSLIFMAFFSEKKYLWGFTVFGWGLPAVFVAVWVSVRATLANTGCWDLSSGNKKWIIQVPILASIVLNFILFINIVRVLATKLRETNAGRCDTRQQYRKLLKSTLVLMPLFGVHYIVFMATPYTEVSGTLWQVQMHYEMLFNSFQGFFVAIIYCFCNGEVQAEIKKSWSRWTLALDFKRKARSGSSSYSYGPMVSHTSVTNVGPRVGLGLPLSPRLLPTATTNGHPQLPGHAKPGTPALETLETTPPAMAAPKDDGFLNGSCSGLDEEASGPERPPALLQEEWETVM
#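 HEK-293-derived GP2 cells expressing PTHR1 and a GloSensor cAMP reporter, 3,000/well, plated overnight, given luciferin plus IBMX (each 0.5 mM as added) for 1 h at 37 °C, then compound for 1 h at 37 °C. Luminescence was read after 15 min at room temperature.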
# Abeta rescue – compounds reversing amyloid beta toxicity in yeast; yeast expressing A-beta42, growth rescue, OD600, 48 h; response scale: 0% DMSO, 100% iron-clioquinol control; Potency, µM (series often up to 46.1 µM), without a hit: top-dose growth rescue, usual class: activators; AID 1347071; hit rate 0.063% among 410,000; note: potency is the fitted concentration of half-maximal effect; nearly all actives have a fitted effect of over 55% in size
#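 Growth rescue measured by 600 nm absorbance after 48 h yeast culture at 30 C with compound. Values normalized between DMSO and an equimolar ferric chloride plus clioquinol control.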
# Akt phos inh – Akt phosphorylation inhibition. Neuro2A IGF-stimulated pAkt S473 HTRF, 20 min; stronger effect = lower value. activity change, % for hits at 50 µM. hit rate 0.32% among 360,000; in the data active = activity change below about -80%; inconclusive = mostly about -51% to -80%; note: % is set by controls: 0 for no effect and ±100 for the full control effect
#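 Neuro2A cells in DMEM with 0.5% FBS, overnight at 37 deg C, given compound at single 50 µM final, then IGF (6 nM final) for 20 min at 37 deg C. Lysed; phospho-Akt Ser473 by HTRF after 24 h, 665/615 ratio.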
# MmCpn inh – M. maripaludis TRiC chaperonin inhibition. purified Mm-Cpn ATPase, ADP Transcreener TR-FRET. Potency, µM (top dose mostly 76.9 µM), inactives show at the highest dose activity, negative = inhibition, most hits filed as inhibitors. hit rate 0.031% among 330,000. AID 504842; note: potency is the fitted concentration of half-maximal effect; % is set by controls: 0 for no effect and ±100 for the full control effect; nearly all actives have a fitted effect of over 80% in size
#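 ATPase read-out: TR-FRET ADP immunoassay (anti-ADP Eu cryptate vs ADP-d2), ex 320 nm, em 590/665 nm; signal drops as ADP forms. Enzyme 25 nM, ATP 10 uM, 30 min at 37°C after 10 min compound preincubation.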
# TDP43 rescue – TDP-43 toxicity inhibition in yeast. TDP-43 expressing yeast growth rescue, BacTiter-Glo, 24 h. Potency, µM (titrated, usually from 46.1 µM), for inactives: top-dose growth rescue (activation), usual class: activators. hit rate 1.8% among 410,000. AID 652104; note: potency is the fitted concentration of half-maximal effect; % of control where 0% means no effect; nearly all actives have a fitted effect of over 50% in size
#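 Readout is BacTiter-Glo luminescence of cell growth, so inhibitors register as activators. TDP-43-expressing yeast at OD600=0.02 in galactose medium, after raffinose pregrowth to mid-log, were incubated with compound for 24 hr at 30 deg C.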
# FUS yeast rescue – rescues growth of FUS-expressing yeast | S. cerevisiae FUS-expressing, growth rescue, OD600, 24 h | Potency, µM (series often up to 76.6 µM), for inactives: at the top dose growth rescue (activation), usual class: activators | hit rate 0.24% among 390,000 | AID 1347120;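 note: potency is the fitted concentration of half-maximal effect; plate controls were DMSO vehicle for no effect and reference control for full effect; nearly all actives have a fitted effect of over 55% in size; some results filed as inactive show a strong effect at the top dose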
#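 Yeast FUS proteinopathy model; galactose-induced FUS (2%), starting OD 0.005. Cpds in dilution series, 24hr, 30C, 99% humidity. Abs 600 nm growth. Pos ctrl CP55940 (top 92uM final); neg ctrl DMSO.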
# GLP1R inv ag – acts as inverse agonist at human GLP-1 receptor; HEK293 GLP-1R CRE-luciferase, luminescence, 24 h; GLP-1R form is constitutively active; hit rate 1.6% among 410,000; Potency, µM (highest dose often 38.3 µM), inactives show at the highest dose activity change, negative = inhibition, most hits filed as inhibitors; P43220; note: potency is the fitted concentration of half-maximal effect; % is set by controls: 0 for no effect and ±100 for the full control effect; nearly all actives have a fitted effect of over 55% in size
# Target sequence (P43220 whole entry, looked up): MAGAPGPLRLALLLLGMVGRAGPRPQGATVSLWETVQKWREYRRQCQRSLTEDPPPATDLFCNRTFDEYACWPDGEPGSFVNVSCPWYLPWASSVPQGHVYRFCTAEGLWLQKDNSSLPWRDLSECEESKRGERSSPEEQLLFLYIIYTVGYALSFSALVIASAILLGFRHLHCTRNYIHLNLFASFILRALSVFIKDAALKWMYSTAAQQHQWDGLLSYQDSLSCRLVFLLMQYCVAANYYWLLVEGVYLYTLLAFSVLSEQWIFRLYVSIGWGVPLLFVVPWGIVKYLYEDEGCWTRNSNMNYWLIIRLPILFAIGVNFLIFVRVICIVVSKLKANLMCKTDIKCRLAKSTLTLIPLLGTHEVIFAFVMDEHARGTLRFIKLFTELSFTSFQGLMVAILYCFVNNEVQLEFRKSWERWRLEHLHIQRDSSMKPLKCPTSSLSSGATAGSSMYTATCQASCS
#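 qHTS in 1536-well format: reporter HEK293 cells expressing constitutive GLP-1R activity in DMEM + 10% Nu serum, 24 hr with compounds at 37 deg C, luminescence read after 12 min with detection reagent.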
# Active calls of the source: *; i = inactive; ? = inconclusive; · = not tested or not shown; [ ] = dose if it differs, or a comment. Unless noted, calls come from the whole dose curve; as a rule, active = well fitted curve in the direction sought with a large enough effect; inconclusive = small, poorly fitted or top-dose-only effect, or another doubt; inactive = no such curve, though single readings can be large; an effect the other way counts as inactive or inconclusive. This is a subset; the hit share may differ from the screen's.
# Every second line gives: MmCpn inh | Akt phos inh | TDP43 rescue | GLP1R cytotox | Abeta rescue | GLP1R inv ag | aSyn yeast inh | FUS yeast rescue | PTHR1 agonist
- O=C(NCC1CCCO1)C1CCCN(Cc2cnn(-c3ccccc3)c2-n2cccc2)C1 (configuration not stated)
  -3.7% | i | -13.6% | 10.6% | -8.8% | ? | -2.3% | 10.1% | -17.8%[57.5 µM]
- CC(C)N(Cc1ccccc1)C(=S)Nc1ccc(OC(F)F)cc1
  1.4% | i | ? | -0.3% | ? | ? | 5.8% | · | -27.8%
- COc1ccc(N2CCN(C(=O)CN3C(=O)NC(C)(C4CC4)C3=O)CC2)cc1 (configuration not stated)
  0.9% | i | 2.0% | -3.6% | 2.7% | -11.5% | -1.7% | 4.2% | i
- O=C(NCc1ccccc1)C1(c2cccc(F)c2)CCCC1
  -3.0% | i | 3.0% | 3.9% | -5.5% | ? | 0.3% | -11.8% | -10.6%
- O=[N+]([O-])c1ccc(COc2cccc(CNc3ccc(Br)cc3)c2)cc1
  0.7% | i | 4.6% | 5.0% | 1.9% | ? | 11.4% | 16.1% | -3.3%
- CCOc1ccc(NC(=O)C(=O)N/N=C\c2ccc(CNS(=O)(=O)c3ccccc3)o2)cc1
  0.2% | i | 11.6% | -8.6% | -7.2% | -3.5% | -2.2% | 14.2% | -39.4%[inhibitor]
- COc1ccccc1NC(=O)CSc1nnc(Cc2cc(=O)[nH]c(=O)[nH]2)n1-c1ccccc1
  -0.7% | i | 16.4% | 0.8% | 2.0% | 0.2% | 3.1% | 16.2% | -4.8%[57.5 µM]
- Cc1nc(C)c(-c2csc(NCc3ccco3)n2)s1
  -0.8% | · | 1.4% | -10.9% | -18.0% | 0.0% | -24.2% | 38.7% | i
- CCn1c(=S)sc2c(=O)n(CC(=O)Nc3ccc(OC)cc3)c(C)nc21
  1.9% | i | -7.5% | -5.7% | 7.8% | -7.1% | 0.8% | 21.7% | -7.6%
- CCC(C)NC(=O)c1ccc2c(Cl)c3c(nc2c1)CCC3 (configuration not stated)
  -0.1% | i | 28.8% | -3.1% | -22.7% | -26.7% | -9.7% | -1.4% | -52.3%
- Cc1ccc(-n2c(Cn3nc(C(F)F)cc3C(F)F)n[nH]c2=S)cc1
  -0.5% | i | 8.5% | -4.4% | 7.6% | ? | 0.9% | 12.9% | i
- COC(=O)c1cccc(COC(=O)c2ccc(N(C)C)cc2)c1
  -2.8% | i | 27.6% | -9.0% | 15.8% | ? | 13.9% | 16.1% | -7.4%[57.5 µM]
- COc1ccc(-n2c3c(cc(C(=O)NCC(=O)c4ccccc4)c2=O)C(=O)CC(C)(C)C3)cc1
  -0.5% | i | -10.9% | 4.2% | 8.4% | 21.6% | -3.2% | 11.4% | 3.0%
- CC1(C)CN(Cc2ccccc2)C(=O)[C@H]1CC(=O)Nc1ccc(Br)cc1
  · | i | ? | 0.9% | -14.0% | ? | 8.3% | 18.8% | -54.7%[inhibitor]
- Cc1ccc2c(=O)cc(CSCC(=O)Nc3nnc(C)s3)[nH]c2c1
  · | · | -18.8% | -3.9% | -15.6% | 5.3% | · | -10.8% | 0.0%
- O=C(c1ccc(COCC(F)(F)F)o1)N1CCCC1
  -0.1% | i | -14.3%[0.397 µM] | -0.6% | 3.0% | -8.3% | -7.7% | 19.4% | i
- COc1ccc(CCNC(=O)c2nnn(-c3ccccc3OC)c2N)cc1OC
  -1.9% | i | ? | 7.1% | 4.5% | 13.2% | 1.1% | -22.8% | -2.2%
- CCC(=O)NC(Nc1sc2c(c1C(=O)OC)CCN(C)C2)(C(F)(F)F)C(F)(F)F
  0.6% | i | 22.4% | -13.9% | -5.1% | -17.9% | 4.8% | -5.5% | i
- Cc1cc(N)n2ncc(-c3ccc(F)cc3)c2n1
  -0.8% | i | 18.9% | -11.6% | 16.6% | 3.9% | 2.8% | -0.5% | -31.1%[inhibitor]
- CCCCn1c(N)c(N(CC(C)C)C(=O)CCCc2cccs2)c(=O)[nH]c1=O
  -7.9% | i | -1.8% | -0.6% | 0.4% | 7.0% | -5.8% | 14.6% | i
- COc1cc(OC)cc(C(=O)Nc2cc3c(cc2N2CCOCC2)n(C)c(=O)n3C)c1
  · | · | 6.1% | 15.7% | -4.5% | 4.7% | · | -17.5% | i
- Cc1ccc(N2CCN(S(=O)(=O)c3cccc4ccccc34)CC2)cc1Cl
  · | · | 0.0% | 1.8% | -13.1% | 16.6% | · | -2.8% | i
- CC(C)OC(=O)c1c(NC(=O)c2ccco2)sc2c1CCCCC2
  -4.7% | i | 26.5% | -1.2% | 28.2% | ? | -0.7% | 8.5% | i
- CCOC(=O)c1ccc(COc2nc3ccccc3nc2-c2ccccc2NC(C)=O)o1
  0.9% | i | -32.2%[inhibitor] | -4.4% | 6.4% | 17.5% | 1.6% | 13.9% | i
- C=CCn1cc(CN2CCC(C(=O)Nc3ccc(Oc4cccnc4)cc3)CC2)c(C)n1
  -0.8% | i | 6.6% | -3.1% | -10.1% | -23.3% | 4.7% | 4.0% | i
- O=C(Cn1[nH]c(=O)c2ccccc2c1=O)OCC(=O)c1ccc(F)cc1
  -0.8% | i | -18.6% | 3.2% | 8.7% | 31.0%[activator] | 3.3% | 11.4% | i
- Cc1cccc(N2CCN(C(=O)CCNS(=O)(=O)c3ccc4c(c3)CCN4C(=O)C3CC3)CC2C)c1 (configuration not stated)
  · | · | 12.3% | -2.1% | -4.0% | -4.0% | 10.2% | 38.7% | -37.1%
- Cc1ccc(SCC(=O)Nc2ccccc2C(=O)O)cc1
  -1.1% | i | 8.4% | -17.8% | -2.2% | 7.2% | -3.3% | -9.0% | -21.2%
- COC(=O)c1ccc(-c2sc3nc(N4CCOCC4)c4c(c3c2N)CC(C)(C)OC4)o1
  -2.2% | i | 5.2% | 201.5%[activator] | -3.7% | 12.9% | -4.0% | 11.8% | i
- CC(C)CNc1ncnc2onc(-c3ccc(Cl)cc3)c12
  · | · | 11.2µM* | 3.9% | -23.4% | 10.6% | · | -2.0% | -21.7%

# 7 structures from above, sorted by molar mass, falling.
# Every second line gives: MmCpn inh | Akt phos inh | TDP43 rescue | GLP1R cytotox | Abeta rescue | GLP1R inv ag | aSyn yeast inh | FUS yeast rescue | PTHR1 agonist
- CCOc1ccc(NC(=O)C(=O)N/N=C\c2ccc(CNS(=O)(=O)c3ccccc3)o2)cc1
  0.2% | i | 11.6% | -8.6% | -7.2% | -3.5% | -2.2% | 14.2% | -39.4%[inhibitor]
- COc1ccc(-n2c3c(cc(C(=O)NCC(=O)c4ccccc4)c2=O)C(=O)CC(C)(C)C3)cc1
  -0.5% | i | -10.9% | 4.2% | 8.4% | 21.6% | -3.2% | 11.4% | 3.0%
- COC(=O)c1ccc(-c2sc3nc(N4CCOCC4)c4c(c3c2N)CC(C)(C)OC4)o1
  -2.2% | i | 5.2% | 201.5%[activator] | -3.7% | 12.9% | -4.0% | 11.8% | i
- C=CCn1cc(CN2CCC(C(=O)Nc3ccc(Oc4cccnc4)cc3)CC2)c(C)n1
  -0.8% | i | 6.6% | -3.1% | -10.1% | -23.3% | 4.7% | 4.0% | i
- COc1ccc(N2CCN(C(=O)CN3C(=O)NC(C)(C4CC4)C3=O)CC2)cc1 (configuration not stated)
  0.9% | i | 2.0% | -3.6% | 2.7% | -11.5% | -1.7% | 4.2% | i
- O=C(Cn1[nH]c(=O)c2ccccc2c1=O)OCC(=O)c1ccc(F)cc1
  -0.8% | i | -18.6% | 3.2% | 8.7% | 31.0%[activator] | 3.3% | 11.4% | i
- CCC(C)NC(=O)c1ccc2c(Cl)c3c(nc2c1)CCC3 (configuration not stated)
  -0.1% | i | 28.8% | -3.1% | -22.7% | -26.7% | -9.7% | -1.4% | -52.3%

# Carrying on.
# Every second line gives: MmCpn inh | Akt phos inh | TDP43 rescue | GLP1R cytotox | Abeta rescue | GLP1R inv ag | aSyn yeast inh | FUS yeast rescue | PTHR1 agonist
- CC(=O)c1ccc(OC(=O)CCNC(=O)c2ccccc2)cc1
  2.8% | i | 29.8% | 0.5% | -1.6% | 16.9% | 1.3% | -6.9% | -33.1%[inhibitor]
- CN(C(=O)c1ccccc1Cl)c1ccccc1C(=O)NCCc1ccccc1
  -0.4% | i | 0.0% | 7.2% | 1.5% | -21.0% | 0.1% | · | -23.5%
- Cc1cc(C)n(-c2nc(NCCCO)c3c4c(sc3n2)CCCC4)n1
  2.0% | i | ? | ? | 8.3% | ? | 7.2% | 21.9% | -1.4%
- COc1ccc(Br)cc1CNC(=O)c1ccc2c(c1)N(C)CCS2
  -27.9% | i | -30.8%[inhibitor] | 0.5% | 2.2% | ? | 15.7% | 42.2% | i
- CCc1ccc(C(=O)CN2C(=O)NC(C)(CCc3ccccc3)C2=O)cc1 (configuration not stated)
  -0.8% | i | -3.1% | -4.2% | 23.3% | ? | 3.1% | 36.3% | -2.8%
- O=C(NNC(=O)c1n[nH]c2ccccc12)c1ccccc1
  -7.1% | i | -5.1% | 9.4% | -0.4% | 13.8% | -4.8% | 10.9% | -22.0%
- COc1ccc2nc(SCC(=O)Nc3nonc3C)[nH]c2c1
  -1.8% | i | 9.9% | -27.3% | -0.6% | 0.8% | -1.8% | -3.3% | -8.1%
- COC(=O)C1C(O)=C(C(C)=Nc2cccc3ccccc23)C(=O)CC1(C)C (configuration not stated)
  -1.4% | i | -19.0% | 4.5% | -6.5% | -13.2% | -5.0% | 20.5% | -15.5%

# Bioassay records (PubChem)
